NCI-60 one-dose screen, 48 h, at 10 µM unless noted. Numbers give growth in % (100 = growth as untreated, 0 = no growth, -100 = all killed).
UACC-257: UACC-257 melanoma; actives 4.4% (n = 78,000)
SK-MEL-28: SK-MEL-28 melanoma | AID 1794761 | actives 4.1% (n = 81,000)
SK-MEL-5: SK-MEL-5 melanoma | actives 6.4% (n = 80,000)
SK-MEL-2: SK-MEL-2 melanoma | actives 4.7% (n = 77,000) | AID 1794763
MALME-3M: MALME-3M melanoma; actives 5.8% (n = 78,000)
MDA-MB-435: MDA-MB-435 melanoma; actives 7.8% (n = 82,000); AID 1794794
LOX IMVI: LOX IMVI melanoma; actives 7.4% (n = 79,000)
UACC-62: UACC-62 melanoma. actives 5.4% (n = 81,000). AID 1794756
Numbers without * were called inactive; · = not tested or not shown; & = joins results of further samples; [ ] = dose if it differs, or a comment. The calls were made as follows: active = growth percent below 10; inactive = the rest.

The first 7 compounds (preview)
Values in the order – UACC-257, SK-MEL-28, SK-MEL-5, SK-MEL-2, MALME-3M, MDA-MB-435, LOX IMVI, UACC-62
#1 CN1C(=O)[C@@]2(Oc3ccccc3[C@H]3CC(c4ccc(Br)cc4)=NN32)c2ccccc21
→ 107, 113, 100, 109, 100, 102, 101, 96
#2 Cc1ccc(C2=Nn3c(nnc3-n3[nH]c(=O)c4ccccc4c3=O)SC2)cc1
→ 100, 98, 99, 104, 99, 90, 108, 86
#3 COCCOC(=O)C1=C(C)NC(C)=C(C(=O)OC)C1c1cccc(C#N)c1 (configuration not stated)
→ 103, 106, 99, 97, 98, 101, 100, 98
#4 COc1ccc2nc(SCC(=O)Nc3ccc(F)cc3)[nH]c2c1
→ 85, 95, 78, 85, 86, 93, 81, 54
#5 CSc1nc(N)nc2c1ncn2C1OC(CO)C(O)C1O (configuration not stated)
→ 95, 112, 96, 108, 83, 111, 103, 93
#6 C#CCOc1nc(C)cc(C)c1C#N
→ 103, 111, 99, 111, 99, 100, 97, 94
#7 CC(=O)c1c(C)[nH]c(-c2nc3ccc(N4CCN(C)CC4)cc3[nH]2)c1-c1ccccc1
→ 48, 47, 12, 49, 24, 20, 6.1*, 14

Main list (from the top)
Values in the order – UACC-257, SK-MEL-28, SK-MEL-5, SK-MEL-2, MALME-3M, MDA-MB-435, LOX IMVI, UACC-62
#1 CN1C(=O)[C@@]2(Oc3ccccc3[C@H]3CC(c4ccc(Br)cc4)=NN32)c2ccccc21
→ 107, 113, 100, 109, 100, 102, 101, 96
#2 Cc1ccc(C2=Nn3c(nnc3-n3[nH]c(=O)c4ccccc4c3=O)SC2)cc1
→ 100, 98, 99, 104, 99, 90, 108, 86
#3 COCCOC(=O)C1=C(C)NC(C)=C(C(=O)OC)C1c1cccc(C#N)c1 (configuration not stated)
→ 103, 106, 99, 97, 98, 101, 100, 98
#4 COc1ccc2nc(SCC(=O)Nc3ccc(F)cc3)[nH]c2c1
→ 85, 95, 78, 85, 86, 93, 81, 54
#5 CSc1nc(N)nc2c1ncn2C1OC(CO)C(O)C1O (configuration not stated)
→ 95, 112, 96, 108, 83, 111, 103, 93
#6 C#CCOc1nc(C)cc(C)c1C#N
→ 103, 111, 99, 111, 99, 100, 97, 94
#7 CC(=O)c1c(C)[nH]c(-c2nc3ccc(N4CCN(C)CC4)cc3[nH]2)c1-c1ccccc1
→ 48, 47, 12, 49, 24, 20, 6.1*, 14
#8 CC(=O)Nc1cccc(C(=O)NC(=S)Nc2ccc(C(=O)O)cc2)c1
→ 104[100 µM], 111[100 µM], 107[100 µM], 115[100 µM], 97[100 µM], 104[100 µM], ·, 100[100 µM]
#9 COc1ccc(/C=N/NC(N)=O)cc1
→ 117, 104, 98, 114, 115, 104, 103, 100
#10 N#C/C(=C\c1ccc2c(c1)OCO2)C(=O)Nc1sc2c(c1C#N)CCCC2
→ 102, 107, 98, 98, 112, 100, 92, 90
#11 Cc1ccc(Cc2cnc(NC(=O)/C=C/c3ccc(Cl)c(Cl)c3)s2)cc1
→ 102, 105, 100, 101, 100, 98, 100, 96
#12 C=CCc1cc(OC)ccc1O
→ 101, 106, 106, 90, 85, 89, 93, ·
#13 N#C/C=C/c1ccsc1C(=O)O
→ 104, 128, 110, 106, 99, 104, 97, 106
#14 COc1ccc2nc3cc(Cl)ccc3c(N3CCN(c4nccc(Nc5ccccc5)n4)CC3)c2c1
→ 82, 83, 80, ·, 110, 62, 44, 79
#15 Clc1ncc(Br)c(Cl)n1
→ 95, 106, 111, 97, 108, 103, 99, 102
#16 CCOC(=O)C#Cc1c(C(=O)OCC)nnn1[C@@H]1O[C@H](COC(C)=O)[C@@H](OC(C)=O)[C@H]1OC(C)=O
→ 64, 107, 97, 96, 101, 104, 86, 93
#17 NC(=O)c1ncn2c(=O)n(CCF)nnc12
→ 81, 87, 92, -6.1*, 73, 82, 26, 50
#18 CCNS(=O)(=O)c1ccc(Cl)cc1
→ 94, 107, 100, 88, 98, 108, 98, ·
#19 O=S(=O)(Nc1ccc(-c2nc(-c3cccc(OCCN4CCOCC4)c3)c(-c3ccnc(Br)c3)[nH]2)cc1)c1ccccc1
→ 53, 39, 38, 25, 44, ·, 3.5*, 29
#20 COC(=O)[C@]12CC[C@@H](C)[C@H](C)[C@@H]1C1=CC[C@@H]3[C@@]4(C)C(C=O)=C[C@@](C)(COS(C)(=O)=O)C4[C@H](O)C[C@@]3(C)[C@]1(C)CC2 (some centres not stated)
→ -82*, -58*, -92*, -61*, -79*, -21*, -97*, -38*
#21 Cc1cc2c(cc1C)-n1c(C)cc(=O)n1C(c1ccccc1Br)N2 (configuration not stated)
→ 88, 104, 101, 114, 101, 85, 102, 104
#22 Nc1ccc(Cl)cc1C(=O)N1CCN(c2ccc([N+](=O)[O-])cn2)CC1
→ 88, 104, 77, 96, 86, 99, 86, 68
#23 COc1ccc2nc3cc(Cl)ccc3c(Nc3ccc(S(=O)(=O)Nc4nccs4)cc3)c2c1
→ 102, 116, 98, 107, 115, 110, 94, 93
#24 O=C(/C=C/Nc1cc(-c2ccccc2)nn1-c1ccccc1)c1ccccc1
→ 97, 94, 91, 97, 94, 98, 96, 65
#25 COc1ccc(-c2nc3c(nc(C)c4ccc(-c5ccccc5)nc43)o2)cc1
→ 100, 113, 98, 106, 106, 94, 98, 110
#26 CC(C)(C)NC(=O)Nc1ncccc1OCc1ccccc1Cl
→ 58, 97, 27, 76, 88, 61, 67, 57
#27 CC(C)(C)c1cc(C(C)(C)C)cc(S(=O)(=O)Nc2cc3ccccc3cc2C(=O)NCCN)c1
→ 81, -45*, 81, 62, 55, 0.9*, -78*, 55
#28 O=C(Nc1ccc(C2CCNCC2)cn1)c1ccccc1
→ 86, 106, 97, 97, 103, 106, 96, 89
#29 CCn1cc(C(=O)N/N=C(\C)c2cccs2)c(=O)c2ccc(C)nc21
→ 92, 100, 101, 102, 114, 89, 104, 82
#30 COc1ccc(NC(=O)[C@H](C)N)cc1C(=O)Nc1cccc(-c2cc(=O)c3c(OC)c(OC)c(OC)cc3o2)c1
→ 109, 88, 58, ·, 86, 82, 50, 63

Ordered by number of heavy atoms (low to high): part of the list above
Values in the order – UACC-257, SK-MEL-28, SK-MEL-5, SK-MEL-2, MALME-3M, MDA-MB-435, LOX IMVI, UACC-62
#28 O=C(Nc1ccc(C2CCNCC2)cn1)c1ccccc1
→ 86, 106, 97, 97, 103, 106, 96, 89
#27 CC(C)(C)c1cc(C(C)(C)C)cc(S(=O)(=O)Nc2cc3ccccc3cc2C(=O)NCCN)c1
→ 81, -45*, 81, 62, 55, 0.9*, -78*, 55
#30 COc1ccc(NC(=O)[C@H](C)N)cc1C(=O)Nc1cccc(-c2cc(=O)c3c(OC)c(OC)c(OC)cc3o2)c1
→ 109, 88, 58, ·, 86, 82, 50, 63

(continued)
Values in the order – UACC-257, SK-MEL-28, SK-MEL-5, SK-MEL-2, MALME-3M, MDA-MB-435, LOX IMVI, UACC-62
#31 COC(=O)/C(=C\c1ccc(O)c(O)c1O)c1nc(C#N)c(NCCO)o1
→ 91, 87, 89, 88, 96, 41, 40, 32
#32 CN1CCN(c2nc(Nc3ccc(O)cc3)nc3ccccc23)CC1
→ 59, 66, 46, 77, 62, ·, 20, 49
#33 O=[N+]([O-])c1ccc(O)c2ncccc12
→ 16&74, 29&82, 15&56, 78&79, 38&52, 40&44, 25&47, 11&29
#34 O/N=C(/C[n+]1ccccc1)c1ccc2ccccc2c1
→ 115, 105&107, 111&99, 93&118, 108&92, 100&103, 93&92, 92&104
#35 COc1ccc(C(=O)COc2cccc(/C=C3\COc4ccc5ccccc5c4C3=O)c2)cc1
→ 79, 106, 68, 53, 72, 65, 58, 74
#36 C[C@H]1[C@H](C)CC[C@]2(C(=O)N3CCCNCC3)CC[C@]3(C)C(=CC[C@@H]4[C@@]5(C)CCC(=O)C(C)(C)[C@@H]5CC[C@]43C)[C@H]12
→ 100, 102, 97, 116, 83, 99, 85, 98
#37 Nc1nc(N)c(N=O)c(=O)[nH]1
→ 95, ·, 116, 105, ·, 109, 97, 110
#38 COc1ccc(-c2cc(-c3cccnc3)nc3sc4c(N)c(C(C)=O)c(-c5ccccc5)nc4c23)cc1OC
→ 92, 70, 39, 89, 93, 46, 75, 76
#39 CCCCCCCCC1(C)CCC(=O)O1 (configuration not stated)
→ ·, 107, 101, 116, 99, 101, 55, 99
#40 CCOC(=O)C(C)(CSSCC(C)(NC(=O)c1ccc2ccccc2c1)C(=O)OCC)NC(=O)c1ccc2ccccc2c1 (configuration not stated)
→ -18*, 132, 109, 107, 115, 96, 89, 96
#41 CCOC(=O)c1[nH]nc2c1C1(C(=O)N(C)c3ccccc31)C(C#N)=C(N)O2 (configuration not stated)
→ 102, 106, 99, 110, 107, 103, 99, 94
#42 CC(C)C1(O)c2ccccc2Oc2ccccc21
→ 88, 104, 95, 101, 107, 118, 104, 94
#43 CC(=O)OC1CC(C(C)C)CCC1C (configuration not stated)
→ 83, 108, 101, 97, 108, 93, 96, ·
#44 CN1CCN(CCNC(=O)Nc2ncccc2OCc2ccccc2Cl)CC1
→ 100, 95, 82, 102, 102, 92, 89, 89
#45 O=C(O)c1cn(C2CC2)c2cc(N3CCN(C(=O)CSCCO)CC3)c(F)cc2c1=O
→ 112, 106, 101, 106, 102, 109, 101, 94
#46 O=[N+]([O-])c1ccccc1SCl
→ 107, 103, 93, 98, 107, 98, 93, 94
#47 CCOC(=O)c1c(C)oc(=O)c(Br)c1C
→ 100, 106, 106, 102, 99, 98, 105, 100
#48 Cc1ccc(C(=O)n2cc(C=O)c3ccccc32)cc1
→ 96, 100, 97, 99, 83, 85, 73, 81
#49 COc1ccc(-c2oc3c(OC)c4c(c(OC)c3c2CC(=O)N2CCOCC2)OCO4)cc1
→ 102, 105, 99, 114, 109, 103, 103, 102
#50 COC1OC2COC(c3ccccc3)OC2C(O)C1NC(C)=O (configuration not stated)
→ 104, 107, 94, 113, 90, 101, 109, 101
#51 O=C(Cn1cc(COn2nnc3ccccc32)nn1)Nc1ccc(F)cc1
→ 101, 105, 101, 109, 110, 97, 88, 100
#52 N#CCC1(n2cc(-c3ncnc4[nH]ccc34)cn2)CN(C2CCN(C(=O)c3ccnc(C(F)(F)F)c3F)CC2)C1
→ 102, 113, 106, ·, 101, 107, 100, 106
#53 O=C1/C(=C/C2=Cc3ccccc3OC2)SC(=S)N1c1ccccc1F
→ 107, 105, 105, 107, 96, 108, 101, 88
#54 CC(=O)c1ccc(-c2ccccc2-c2ccccc2)cc1
→ 97, 98, 87, 106, 93, 97, 90, 72
#55 O=C(CCc1ccc(O)cc1)c1c(O)cc(O)c([C@@H]2O[C@H](CO)[C@@H](O)[C@H](O)[C@H]2O)c1O
→ 96, 114, 98, 105, 106, 103, 96, 102
#56 O=C1OC(c2ccccc2)N/C1=C\c1ccc2c(c1)OCO2 (configuration not stated)
→ 102, 94, 111, 114, 83, 94, 93, 106
#57 C=CCn1c(C)nc2ccc(Nc3nc(Nc4ccc5nc(C)n(CC=C)c5c4)c4ccccc4n3)cc21
→ -88*, -96*, -94*, -84*, -79*, -78*, -89*, -87*
#58 N#C/C(=C1C=C/C(=N\O)C(Cl)=C\1)c1ccccc1
→ ·, 69, 47, ·, 59, -43*, 1.1*, 26
#59 CCOC(=O)c1ccc(OCc2cn(Cc3c(C)c(Cn4cc(COc5ccc(C(=O)OCC)cc5)nn4)c(C)c(Cn4cc(COc5ccc(C(=O)OCC)cc5)nn4)c3C)nn2)cc1
→ 87, 95, 94, 85, 79, 73, 99, 87
#60 Oc1ccccc1C=Nc1cccc(C(F)(F)F)c1
→ 94, 105, 102, 104, 103, 98, 97, 100

Whole records as entered above. Order of values: UACC-257	SK-MEL-28	SK-MEL-5	SK-MEL-2	MALME-3M	MDA-MB-435	LOX IMVI	UACC-62
NC(=O)c1ncn2c(=O)n(CCF)nnc12 across the screens: 81	87	92	-6.1*	73	82	26	50
COc1ccc2nc3cc(Cl)ccc3c(Nc3ccc(S(=O)(=O)Nc4nccs4)cc3)c2c1 across the screens: 102	116	98	107	115	110	94	93
CN1C(=O)[C@@]2(Oc3ccccc3[C@H]3CC(c4ccc(Br)cc4)=NN32)c2ccccc21 across the screens: 107	113	100	109	100	102	101	96
COc1ccc2nc(SCC(=O)Nc3ccc(F)cc3)[nH]c2c1 across the screens: 85	95	78	85	86	93	81	54

(more compounds)
Values in the order – UACC-257, SK-MEL-28, SK-MEL-5, SK-MEL-2, MALME-3M, MDA-MB-435, LOX IMVI, UACC-62
#61 CC1(C)CC(=O)C2=C(C1)O[C@H](C(=O)c1ccc(Br)cc1)[C@H]2c1cccc(Oc2ccccc2)c1
→ 62, 86, 55, 62, 80, 71, 64, 48
#62 Cc1nc2ccccc2c(/C=C/c2ccc(Br)cc2)c1C(=O)/C=C/c1ccccc1
→ -4.1*, 3.5*, 6.8*, -4.3*, -28*, -47*, -90*, -5.5*
#63 CN(C[C@H]1Cc2ncccc2CN1)[C@H]1CCCc2cccnc21
→ 90, 108, 97, 84, 109, 95, 99, 104
#64 COc1ccc(C2NC(=S)NC(C)=C2C(=O)OC(C)C)cc1OC (configuration not stated)
→ 119, 109, 99, 114, 96, 104, 99, 90
#65 CN(C)c1ccc(C(=O)OCCCCCCl)cc1
→ 109, 103, 98, 95, 89, 97, 102, 94
#66 Cc1ccc(C(=O)c2ccc(CC(=O)NN3C(=O)CCC3=O)n2C)cc1
→ 100, 108, 98, 110, 102, 100, 94, 99
#67 Cc1ccc(S(=O)(=O)N2CCc3c([nH]c4ccccc34)C2c2ccc(-c3nc4ccccc4[nH]3)cc2)cc1 (configuration not stated)
→ 102, 86, 90, 82, 90, 93, 86, 65
#68 C=C1C(=O)O[C@H]2[C@H]1CC/C(COC(=O)NCCOCCOCC(=O)Nc1ccc(OC)c(C(N)=O)c1O)=C\CC[C@@]1(C)O[C@@H]21
→ 57, 47, 85, 72, 62, 54, 57, 44
#69 CN=C1CCCCN1
→ 99, 149, 104, 95, 98, 97, 105, 97
#70 COc1ccc(-n2nnc3c4nc(-c5cc(OC)c(OC)c(OC)c5)oc(=O)c4c(C)nc32)cc1
→ 110, 106, 105, 105, 104, 104, 99, 96

High-throughput results (PubChem BioAssay)
